Bioassay records deposited in PubChem by several laboratories.
Rpn11 inh – inhibitors of human proteasome Rpn11. O00487. 0.59% of 360,000 active. calls only at 20 µM. human 26S proteasome, Ub4-pepOG fluorescence polarization; 20S core pre-blocked with epoxomicin. AID 588493;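 active = inhibition at 20 µM, scaled to each plate's controls, above about 33%, limit read from the data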
Target sequence (O00487 whole entry, looked up): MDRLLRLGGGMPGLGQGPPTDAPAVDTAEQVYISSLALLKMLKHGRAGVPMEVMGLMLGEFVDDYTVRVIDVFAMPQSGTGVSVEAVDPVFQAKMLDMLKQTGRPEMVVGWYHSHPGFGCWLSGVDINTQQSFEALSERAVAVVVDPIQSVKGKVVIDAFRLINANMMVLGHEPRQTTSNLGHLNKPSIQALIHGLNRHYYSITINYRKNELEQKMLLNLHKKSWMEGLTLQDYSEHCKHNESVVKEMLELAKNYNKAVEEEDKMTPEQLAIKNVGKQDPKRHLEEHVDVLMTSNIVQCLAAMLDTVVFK
Scp1 inh – blocks human Scp-1 phosphatase activity; 0.88% of 340,000 active; inhibition, % at 20 µM; Q9GZU7; Recombinant Scp1, phosphopeptide, malachite green phosphate absorbance;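 active = inhibition above about 50% at 20 µM, limit read from the data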;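 note: plate controls were DMSO wells with enzyme for no effect and wells lacking enzyme for full effect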
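System: SCP-1 catalytic domain; Reagent: Phospho 17-mer peptide substrate; Doses: one concentration, 20 µM, with 1.0% DMSO; Incubation: 45 min room-temperature reaction, 5 min colour, 30 min stabiliser; Signal: Phosphate-binding colour reagent, absorbance read at 630 nm.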
LMPTP block – LMPTP (human) inhibition; P24666; recombinant LMPTP-A, OMFP fluorogenic substrate, fluorescence intensity; inhibition, % at 20 µM; 0.22% of 360,000 active; AID 651560;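 active = compounds that cut the enzyme signal by at least half of the control window in the single-dose screen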;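 note: plate controls were DMSO wells with enzyme plus substrate for no effect and substrate without enzyme for full effect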
Target sequence (P24666 whole entry, looked up): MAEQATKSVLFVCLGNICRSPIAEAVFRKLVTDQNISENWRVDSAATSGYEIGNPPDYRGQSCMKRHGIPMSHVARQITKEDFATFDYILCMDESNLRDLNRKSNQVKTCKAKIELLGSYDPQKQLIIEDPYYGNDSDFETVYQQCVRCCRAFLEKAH
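Assay system: LMPTP-A, protein tyrosine phosphatase of low molecular weight / Medium: pH 6.0 Bis-Tris buffer with DTT and Triton X-100 / Schedule: 50 min enzyme reaction at room temperature, protected from light / Measured by: endpoint fluorescence intensity from OMFP dephosphorylation / Read-out basis: % inhibition relative to no-enzyme and uninhibited control wells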
SUMO1-SIM PPI – SUMO1-SIM interaction modulation. P63165. 0.33% of 360,000 active. SUMO1 binding to a labelled peptide, TR-FRET, 1 h. inhibition, % at 20 µM. AID 602429; in the data active = inhibition above about 37%
Target sequence (P63165 whole entry, looked up): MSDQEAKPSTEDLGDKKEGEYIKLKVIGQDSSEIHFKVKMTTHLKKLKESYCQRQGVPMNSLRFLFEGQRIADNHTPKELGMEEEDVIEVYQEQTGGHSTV
CSN deneddyl inh – CSN deneddylation inhibition; 0.38% of 360,000 active; AID 651999; Q92905; Purified CSN, SCF-Nedd8-OG deneddylation, fluorescence polarization; inhibition, % at 12.5 µM;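 active = pattern-corrected inhibition above about 35%, with an unprinted fluorescence ratio check between 0.5 and 1.5, limit read from the data, passing the limit was not always enough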;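 note: 0% = enzyme with substrate and 100% = substrate without enzyme; some results filed as inactive read as strong as hits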
Target sequence (Q92905 whole entry, looked up, one chain of several): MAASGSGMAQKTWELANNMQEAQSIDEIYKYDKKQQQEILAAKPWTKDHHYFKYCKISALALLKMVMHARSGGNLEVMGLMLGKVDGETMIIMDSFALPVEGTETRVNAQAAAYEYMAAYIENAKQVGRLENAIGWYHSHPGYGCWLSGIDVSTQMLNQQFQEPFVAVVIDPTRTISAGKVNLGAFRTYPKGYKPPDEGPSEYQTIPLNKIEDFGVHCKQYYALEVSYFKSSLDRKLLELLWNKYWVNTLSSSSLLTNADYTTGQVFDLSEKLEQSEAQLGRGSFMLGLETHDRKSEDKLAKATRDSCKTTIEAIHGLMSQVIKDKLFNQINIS
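Test system: Human Csn5 produced in HEK293T cells | Compound: 12.5 µM single point | Times: 90 min, room temperature | Signal: Fluorescence polarization readout | Read-out basis: % inhibition of substrate cleavage by Csn5 | Controls: no-enzyme wells high, enzyme-with-substrate wells low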
STEP block – STEP (human) phosphatase inhibition; inhibition, % at 20 µM; 0.25% of 360,000 active; recombinant STEP, OMFP fluorogenic substrate, fluorescence; P54829;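 active = inhibition at 20 µM, scaled per plate between control wells, above about 37%, limit read from the data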;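 note: 0% = DMSO with enzyme and substrate and 100% = substrate only without enzyme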
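medium = Bis-Tris buffer pH 6.0, 2.5 mM DTT, 0.005% Tween 20 | test system = STEP (striatal-enriched tyrosine phosphatase) enzyme, cell-free | measure = normalized % inhibition | compound dosing = 20 µM, 1% DMSO | also added = 25 µM OMFP | schedule = reaction 20 min, ambient temperature | measured by = fluorescence read at 480 nm ex / 540 nm em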
Rin1 Abl inh – human Rin1-Abl interaction inhibition; P00519+Q13671; TR-FRET Rin1/Abl binding, biochemical; inhibition, % at 7.35 µM; 0.4% of 360,000 active; AID 588664; in the data active = inhibition above about 5%, passing the limit was not always enough
DNMT1 inh – inhibitors of human DNMT1; 0.83% of 360,000 active; inhibition (reported as % activation of signal), % at 10 µM; DNMT1 molecular beacon, Hinp1I cleavage, fluorescence; in the data active = inhibition above about 50%
NadD inh – NadD (S. aureus) enzyme inhibition; purified NadD enzyme, colorimetric absorbance read-out; inhibition, % at 20 µM; 0.78% of 360,000 active; AID 602399; in the data active = inhibition above about 26%; note: some compounds past the cut are filed as inactive
Neddyl block – inhibitors of human cullin neddylation. TR-FRET cullin neddylation, biochemical. calls only at 25 µM. 0.58% of 360,000 active. AID 651699; in the data active = inhibition above about 36%
Active calls of the source: *; i = inactive; . = no result given.

SMILES | Rpn11 inh | Scp1 inh | LMPTP block | SUMO1-SIM PPI | CSN deneddyl inh | STEP block | Rin1 Abl inh | DNMT1 inh | NadD inh | Neddyl block
CC(=O)Nc1ccc(OC(=O)c2cccs2)cc1 | i | 2.4 | -1.2 | -0.9 | -0.7 | 2.3 | 0.4 | -0.3 | 2.4 | i
C=CCNc1nc(C(=O)OCC(=O)c2ccc(C)c([N+](=O)[O-])c2)cs1 | i | -3.6 | 0.5 | -11.1 | -0.4 | 1.8 | 2.6 | -3.7 | 20.9 | i
N#Cc1c(N2CCCC(O)C2)nc(N)c2c(N)nc3c(c12)CC(=O)N3C12CC3CC(CC(C3)C1)C2 (stereo not drawn) | i | 5.3 | 48.8* | 56.5* | 52.3* | 19.0 | 1.8 | 83.7* | 56.9* | i
COc1ccc(OC)c(CNc2c(C=O)c(=O)[nH]c3ccccc23)c1 | i | -13.9 | -0.6 | 2.9 | 1.6 | 0.4 | -2.5 | -4.0 | -7.7 | i
O=C(C1CCCN(Cc2cccc(Cl)c2)C1)N1CCCCC1 (stereo not drawn) | i | -7.3 | -1.6 | 2.0 | 0.9 | 0.6 | -1.5 | -0.8 | 2.5 | i
Cc1ccc(-c2csc(CC(N)=O)n2)cc1 | i | -2.3 | -0.4 | -0.9 | -5.2 | 0.8 | -1.2 | 0.5 | -3.3 | i
O=C(Nc1nc2ccccc2s1)c1ccc2sc([C@H]3C[C@H](O)[C@@H](CO)O3)nc2c1 | i | . | -0.5 | 6.8 | 5.5 | -2.1 | 0.8 | -1.0 | -10.5 | .
N#CC(Cc1ccccc1)(Cc1ccccc1)C(=O)NN | i | -5.2 | -2.4 | 2.3 | -2.8 | -2.3 | -3.6 | 0.3 | -7.4 | i
O=C(Nc1ccccc1-c1ccccc1)NC1CC2CCCC(C1)N2CCc1ccccc1 (stereo not drawn) | i | -2.8 | -0.9 | -0.7 | 0.2 | 1.2 | 4.2 | 0.9 | -0.2 | i
Cc1cc(NC(=O)CSc2nnc(COc3ccccc3)n2Cc2ccco2)no1 | i | -4.0 | -3.0 | -4.2 | 2.1 | -1.4 | -1.0 | 7.1 | -0.8 | i
O=Cc1c(NCCc2cccc(F)c2)c2ccccc2[nH]c1=O | i | 14.5 | -1.1 | 1.8 | 0.9 | -1.4 | -1.7 | 0.4 | -3.7 | i
Cc1nc(N2CCNCC2)c2c3c(sc2n1)CCCC3 | i | -4.7 | -3.1 | 5.3 | 2.4 | -2.5 | 1.5 | 3.5 | -5.2 | i
Cn1ncc([N+](=O)[O-])c1C(=O)NC1CCCCCC1 | i | -1.8 | -1.0 | -4.2 | -7.4 | -1.6 | 3.5 | 1.9 | -1.7 | i
NS(=O)(=O)OCCCc1ccccc1 | i | -2.7 | -1.2 | -0.4 | -4.6 | 0.1 | 4.0 | 2.6 | -6.2 | i
CCOc1ccc(Cl)cc1S(=O)(=O)N1CCC(C(=O)NCc2ccccn2)CC1 | i | -7.9 | -0.9 | -1.3 | -3.1 | 2.6 | 2.8 | 1.0 | -3.7 | i
CCc1ccccc1-n1ncc(C(=O)Nc2ccc(OC)cc2)c1C | i | 8.0 | 0.3 | 1.1 | 3.4 | 0.5 | -0.3 | 0.3 | -6.9 | i
CCOc1ccc(C(=O)Nc2ncccc2Cl)cc1 | i | -6.6 | -0.5 | -4.6 | -1.8 | -5.7 | -1.5 | 2.5 | 2.5 | i
CC(OC(=O)c1nsc(Cl)c1Cl)C(=O)NCc1cccs1 (stereo not drawn) | i | -4.8 | -2.0 | 3.7 | -3.9 | -1.8 | 1.8 | -4.1 | -2.0 | i
COc1ccc(OC)c(-n2c(C)cc(/C=C3\C(=N)N4N=C(CC(=O)N5CCOCC5)SC4=NC3=O)c2C)c1 | i | -3.8 | 1.7 | -16.6 | 2.3 | 0.3 | -4.7 | -1.4 | 10.8 | i
COC(=O)C1=C(COc2ccc(F)cc2)NC(=O)NC1c1ccc(C)cc1C (stereo not drawn) | i | -10.8 | 2.1 | 1.7 | -3.8 | 1.3 | -4.1 | -8.1 | 2.5 | i
CCOC(=O)C1(Cc2ccccc2)CCN(Cc2ccc(COC)o2)CC1 | i | -0.5 | -0.3 | -1.2 | -20.1 | -2.3 | 2.4 | 1.2 | 0.0 | i
COc1ccc(S(=O)(=O)CC(=O)c2cc3cccc(C)c3oc2=O)cc1 | i | -7.9 | 0.9 | -18.7 | 8.2 | 3.4 | -7.9 | 4.2 | 25.4 | i
O=C(COC(=O)c1ccccc1)NCC1CCCO1 (stereo not drawn) | i | -2.1 | -0.3 | 4.0 | 1.8 | 2.6 | -0.5 | -1.0 | 0.6 | i
O=C(CSc1cc(Cl)ccc1Cl)NCC1CCCO1 (stereo not drawn) | i | -8.7 | -0.3 | -2.4 | -2.3 | -2.1 | -0.6 | 1.1 | -4.2 | i
Cc1nn(C)c(Cl)c1CN1CCC(CO)(CC2CCCCO2)CC1 (stereo not drawn) | i | -3.2 | 1.6 | 3.6 | -12.9 | -3.3 | 1.7 | -0.9 | -2.0 | i
NC(COCc1ccccc1)c1csc(Nc2cc(NCCCO)ncn2)n1 (stereo not drawn) | i | . | -0.9 | 6.2 | 4.0 | 5.1 | -0.5 | -43.3 | -0.2 | i
Cc1cc(NC(=S)N(CCCN2CCN(C)CC2)Cc2ccco2)ccc1Cl | i | -3.0 | -2.9 | -2.8 | -5.7 | 0.2 | -3.3 | 0.8 | -9.0 | i
CC(=O)c1ccc(N2CCN(c3ccc(S(=O)(=O)N4CCN(C)CC4)cn3)CC2)cc1 | i | -6.4 | 1.4 | -1.4 | -4.4 | -2.3 | -1.3 | -1.9 | -0.1 | i
O=C1CNC(=S)N1Cc1ccc(F)cc1 | i | -6.8 | -1.3 | 0.5 | 2.2 | -1.9 | -0.2 | 1.1 | 0.5 | i
COc1cc(OC)c(CN2CCCN(C)CC2)cc1Br | i | -3.9 | -6.4 | 4.0 | -1.7 | 1.9 | 1.0 | 1.2 | -3.5 | i
CCOC(=O)CCN(C(=O)Nc1ccccc1)C1CCCCC1 | i | 0.0 | -1.9 | 8.3 | 1.7 | -1.2 | 1.9 | 2.7 | -1.1 | i
C(=N\Nc1nc(N2CCOCC2)nc(N2CCOCC2)n1)/c1ccncc1 | i | -3.1 | -1.5 | -7.3 | 4.1 | 0.8 | 4.2 | -3.2 | 0.8 | i
COc1ccc(OCC(=O)NNC(=O)Nc2cccc(Cl)c2)cc1 | i | 0.0 | -1.3 | 0.9 | 5.2 | -1.2 | -2.1 | 1.3 | -3.3 | i
COc1ccc(OCCCC(=O)OCC(=O)Nc2c(C)nn(-c3ccccc3)c2C)cc1 | i | -5.7 | -1.3 | 4.6 | 2.9 | 1.0 | 1.6 | 5.5 | -5.6 | i
Cc1cccc(-n2cnc3c(sc4nc(N5CCOCC5)c5c(c43)CCCC5)c2=O)c1 | i | 3.8 | 4.1 | -28.3 | -1.8 | 5.4 | 0.4 | -7.6 | 12.3 | i
C=CCn1c(C)nc2ccccc2c1=O | i | -0.8 | -0.6 | 1.6 | -9.9 | 0.7 | 1.4 | -0.4 | -1.6 | i
COc1ccc(NC(=O)CSc2nnnn2-c2ccccc2OC)c(OC)c1 | i | -5.1 | -0.4 | 4.4 | 2.5 | -1.9 | -1.1 | -0.1 | -3.8 | i
Cc1ccc(CSc2ncnc3c2cnn3Cc2ccccc2)cc1 | i | -20.1 | 2.8 | 0.7 | 3.4 | 3.3 | -0.8 | -4.7 | 7.9 | i
CN(C)/N=C/c1ccc(OC(=O)c2cccc([N+](=O)[O-])c2)cc1 | i | -7.4 | 0.9 | -15.9 | -2.3 | -5.3 | -4.0 | -2.3 | -4.6 | i
COc1cccc(S(=O)(=O)N2C[C@H](O)COC[C@H]3O[C@@H](CC(=O)N4CCN(C)CC4)CC[C@@H]32)c1 | . | . | -1.4 | -1.0 | -3.7 | . | . | . | . | i
CCc1cc2c(=O)c(-c3ccc(F)cc3)c(C)oc2cc1OCC(=O)O | i | -1.3 | 0.1 | 6.2 | -3.7 | -1.1 | 1.6 | 1.0 | -2.9 | i
O=[N+]([O-])c1ccc(NS(=O)(=O)c2ccc(Cl)c(Cl)c2)cc1 | i | . | 1.7 | -8.7 | -2.0 | -0.9 | 1.3 | -0.7 | 1.9 | i
O=C(CN1C(=O)NC2(CCCCC2)C1=O)Nc1cc(C(F)(F)F)ccc1N1CCCCC1 | i | -2.7 | 1.3 | 3.2 | -1.6 | -0.8 | 3.2 | -8.5 | 0.4 | i
CC(=O)N/C(=C\c1ccc(F)cc1)C(=O)NC(Cc1c[nH]c2ccccc12)C(=O)O (stereo not drawn) | i | -2.1 | -4.1 | -0.9 | 4.0 | -2.5 | -3.5 | 0.3 | -4.2 | i
COC(=O)C1=C(C)N=c2s/c(=C/c3cccs3)c(=O)n2C1c1cccs1 (stereo not drawn) | i | -8.1 | -3.4 | -2.1 | 10.7 | 1.8 | -1.4 | 4.6 | 4.9 | i
C[C@H]1COC(=O)[C@@H](CC(=O)OC(C)(C)C)C/C=C\C[C@H](CC(=O)NCCO)C(=O)N1 | i | -2.3 | -0.2 | 1.1 | 1.4 | -2.3 | 1.2 | 2.6 | -0.7 | i
CCC(=O)Nc1ccc(Oc2ccc(NC(=O)CC)c(NC(=O)CC)c2)cc1 | i | -5.4 | 0.5 | 2.7 | 2.2 | -0.9 | 0.0 | 1.5 | -7.5 | i
CCc1nc2ccc(C(=O)N3CCN(c4ccc([N+](=O)[O-])cc4)CC3)cc2nc1CC | i | -4.5 | 1.1 | -11.2 | 0.4 | 0.8 | -5.6 | -2.3 | 4.1 | i
O=C1CCC(C(=O)Nc2cccc(Br)c2)N1 (stereo not drawn) | i | -5.2 | 0.0 | -1.5 | 0.4 | 0.6 | 4.6 | -0.3 | 0.8 | i
COc1ccc(Nc2nc(N3CCOCC3)nc(N3CCOCC3)n2)cc1Cl | i | -3.0 | -0.9 | 1.5 | 1.7 | -1.8 | -2.9 | -3.8 | 0.3 | i
O=C(CSc1nc2c(sc3ccccc32)c(=O)n1CCCN1CCOCC1)NCC1CCCO1 (stereo not drawn) | i | -4.7 | -1.5 | -0.7 | -7.8 | -0.5 | -4.8 | -0.2 | -9.2 | i
